KDM5B inhibitor: blocks human KDM5B histone demethylase activity; Q9UGL1; KDM5B demethylase, FDH-coupled NADH fluorescence (FDH is formaldehyde dehydrogenase); Potency, µM (doses to about 57.7 µM), inactives show at the highest dose activity change, negative = inhibition, usual class: inhibitors; actives 2.6% (n = 220,000); active = well fitted inhibition curve with a large enough effect; inconclusive = small, poorly fitted or top-dose-only effect; inactive = no such curve, though single readings can be large or run the other way; note: 0% is about no effect; nearly all actives have a fitted effect of over 70% in size
Target sequence (Q9UGL1 whole entry, looked up): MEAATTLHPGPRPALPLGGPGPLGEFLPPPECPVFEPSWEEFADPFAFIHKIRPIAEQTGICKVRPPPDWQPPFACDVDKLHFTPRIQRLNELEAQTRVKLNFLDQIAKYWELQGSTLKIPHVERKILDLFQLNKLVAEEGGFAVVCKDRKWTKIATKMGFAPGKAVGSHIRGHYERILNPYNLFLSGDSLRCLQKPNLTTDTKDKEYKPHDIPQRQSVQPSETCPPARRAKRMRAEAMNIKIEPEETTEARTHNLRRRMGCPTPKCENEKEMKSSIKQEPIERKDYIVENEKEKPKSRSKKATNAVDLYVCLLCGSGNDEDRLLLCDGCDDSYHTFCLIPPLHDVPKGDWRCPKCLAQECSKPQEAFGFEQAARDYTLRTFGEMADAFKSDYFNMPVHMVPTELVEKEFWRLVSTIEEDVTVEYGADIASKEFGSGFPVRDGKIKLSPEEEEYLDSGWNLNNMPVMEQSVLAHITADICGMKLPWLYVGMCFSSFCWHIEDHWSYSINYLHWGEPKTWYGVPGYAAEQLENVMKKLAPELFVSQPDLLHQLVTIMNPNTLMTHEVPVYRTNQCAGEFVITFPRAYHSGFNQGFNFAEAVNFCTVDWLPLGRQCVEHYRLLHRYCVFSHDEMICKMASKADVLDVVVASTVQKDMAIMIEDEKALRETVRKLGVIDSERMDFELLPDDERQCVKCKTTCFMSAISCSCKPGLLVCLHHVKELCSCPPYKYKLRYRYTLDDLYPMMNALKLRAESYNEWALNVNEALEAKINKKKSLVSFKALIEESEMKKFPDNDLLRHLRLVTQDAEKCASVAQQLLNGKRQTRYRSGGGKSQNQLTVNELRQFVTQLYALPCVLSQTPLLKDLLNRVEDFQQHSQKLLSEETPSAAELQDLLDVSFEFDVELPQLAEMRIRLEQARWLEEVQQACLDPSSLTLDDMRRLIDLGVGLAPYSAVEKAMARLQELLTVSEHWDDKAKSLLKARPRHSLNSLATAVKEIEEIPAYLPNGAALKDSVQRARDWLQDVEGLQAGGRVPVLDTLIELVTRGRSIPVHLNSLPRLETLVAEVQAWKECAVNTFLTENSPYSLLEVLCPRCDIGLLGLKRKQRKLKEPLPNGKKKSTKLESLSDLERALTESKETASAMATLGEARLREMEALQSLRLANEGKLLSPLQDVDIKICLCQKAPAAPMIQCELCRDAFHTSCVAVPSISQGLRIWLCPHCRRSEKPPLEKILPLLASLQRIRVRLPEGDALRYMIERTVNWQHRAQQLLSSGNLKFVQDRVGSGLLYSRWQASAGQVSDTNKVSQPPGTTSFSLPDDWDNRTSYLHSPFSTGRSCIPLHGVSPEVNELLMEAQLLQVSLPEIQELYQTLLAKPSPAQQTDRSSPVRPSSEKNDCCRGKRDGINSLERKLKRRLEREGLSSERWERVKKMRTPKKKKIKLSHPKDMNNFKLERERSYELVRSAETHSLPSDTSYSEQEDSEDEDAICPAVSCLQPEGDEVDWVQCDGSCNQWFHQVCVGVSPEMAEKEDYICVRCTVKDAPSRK
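Coupled FDH/NAD⁺ fluorescence readout. KDM5BΔAP 200 nM final; compound titration, 10 min RT preincubation; substrate mix 12.5 µM H3K4me3, 25 µM 2-OG, 50 µM Fe(II), 100 µM ascorbate, 0.25 mM NAD⁺, 0.25 U/mL FDH; ΔRFU over 30 min.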
Active calls of the source: *; ? = inconclusive; & = joins results of further samples; [ ] = dose if it differs, or a comment. Potency is the fitted concentration of half-maximal effect. Only part of the results is shown. The share of hits here may be higher or lower than overall.

SMILES | KDM5B inhibitor
COc1ccccc1CC(=O)C(C#N)C(=O)NCc1ccccc1 (stereo unspecified) | 13%
Cn1c(CCN2CCCCC2)nc2cc(NS(=O)(=O)c3ccc(Cl)cc3)ccc21 | -16%
Cc1cc2[nH]c(=O)c(=O)[nH]c2cc1S(=O)(=O)Nc1ccc(OC(F)(F)F)cc1 | -13%
COc1ccc(N2CCN(C(=O)c3nc(-c4ccc(Cl)cc4)n4c3CCCCC4)CC2)cc1 | ?
COc1ccc(NC(=O)CN(c2cc(C)cc(C)c2)S(=O)(=O)c2c(C)noc2C)cc1Cl | ?
CC(=O)Nc1ccc(-c2nc3cc(Cl)ccc3o2)cc1 | ?
CNC(=O)[C@@H](c1ccc(Cl)cc1)N1CCC[C@H]1C(=O)NCC1CC1 | 7%[86.2 µM]
CCc1cc(C(=O)c2ccc(OC)cc2)c(NC(=O)CN2CCN(C)CC2)s1 | -14%
CCn1nccc1C(=O)N1CCCC(c2nnnn2C)C1 (stereo unspecified) | 5%
CC(C)(C)OC(=O)NC1CCCN(Cc2cccs2)C1 (stereo unspecified) | 16%
COc1ccc(C(=NN)c2ccc(OC)cc2)cc1 | -18%
COc1ccc(N2CC(NC(=O)c3ccc4c(c3)OCO4)CC2=O)cc1 (stereo unspecified) | -20%
CCN(CC)C(=O)c1cc(C(=O)Nc2ccc(F)c(Cl)c2)n(C)n1 | 17%
CCOP1(=O)OCC2OC(n3cnc4c(N)ncnc43)C(O)C2O1 (stereo unspecified) | 30%
C=CCN1CC(C(=O)N2CCn3nc(Cc4ccccc4)cc3C2)CC1=O (stereo unspecified) | -17%
CCS(=O)(=O)N1CCC(Nc2cccnc2)C1 (stereo unspecified) | 22µM*
CNCC(=O)N1CCC(C2CCN(C(=O)NC)CC2)C1 (stereo unspecified) | 29%
Cc1ccc(C)c(S(=O)(=O)N2CCN(C(=O)c3cccnc3)CC2)c1 | -8%
CCNC(=O)C1CC(=O)N(CCCc2ccccc2)C(=Nc2ccccc2)S1 (stereo unspecified) | 20%
O=C(CSc1nc(-c2ccc(F)cc2)cc(C(F)(F)F)n1)NC1CCCC1 | 8%
Cc1cc(C)c(CSc2nnc(C)n3c2cc2occc23)c(C)c1 | ?
COc1ccc(N2CCN(C(=O)NC(=O)c3ccc(Cl)cc3)CC2)cc1 | 19%
S=C(Nc1ccc(Cl)c(Cl)c1)NC1CC1 | -4%
COc1ccc(CNS(=O)(=O)c2cc3c(cc2C)n(C)c(=O)c(=O)n3C)cc1 | -20%
O=C1NC2(CCN(Cc3ccccc3C(F)(F)F)C2)COc2ccccc21 (stereo unspecified) | ?
Cc1c(B2OC(C)(C)C(C)(C)O2)cnn1C | 17%
COc1cccc(CN(C)C(=O)C23CC4CC(C2)CC(c2ccccc2)(C4)C3)c1OC | 3%
O=C(OCC(=O)N1CCNC1=O)c1csc(NCc2ccccc2)n1 | 5%
CCc1nnc(NC(=O)c2cc(=O)c3cc(C)cc(C)c3o2)s1 | 2%
COC(=O)c1cc(C#N)c(N2CCCC(O)(CN(C)C)CC2)nc1C (stereo unspecified) | ?
CN1CCC(C(=O)N2Cc3ccccc3OC3(CCN(C(=O)N(C)C)CC3)C2)CC1 | 18%&5%[115 µM]
COc1ccc(C2(C(=O)N3CCC4(CC3)C(OC)C(=O)N4c3cccc(F)c3)CC2)cc1 (stereo unspecified) | -8%
C[C@@H]1CN(C(=O)c2nc3sccn3c2CN(C)Cc2ccc3nonc3c2)C[C@H](C)O1 | 18%
CN(C)S(=O)(=O)c1ccc2c(c1)N(CC(=O)N1CCC(C(N)=O)CC1)CCS2 | ?
Cn1nc(-c2ccc(NCCO)c([N+](=O)[O-])c2)c2ccccc2c1=O | 0%
CC(C)OCCCNc1nc2c([S+](=O)([O-])c3ccncc3)nnn2c2ccccc12 | ?
CN1C[C@@H](NC(=O)CC(C)(C)CC(=O)O)C[C@H]1c1nc(-c2ccccn2)no1 | ?
Cc1ncc(-c2ccc(S(=O)(=O)Nc3cc(Cl)ccc3C)cc2)o1 | -10%
COc1ccc(CNc2oc(COc3cccc(C)c3)nc2C#N)cc1 | -39%
COc1ccc(C(=O)Oc2ccc(C(c3c(C)[nH][nH]c3=O)c3c(C)[nH][nH]c3=O)cc2)cc1 | ?
Cc1ccc(-c2cc(N3CCCN(C(=O)c4cccn4C)CC3)n[nH]2)cc1C | ?
O=C(COc1ccc(F)cc1)Nc1ccccc1C(=O)OCc1cc(=O)n2ccsc2n1 | -1%
O=C(O)C1(c2cccc(Br)c2)CCCC1 | 13%
CCCCn1nc(C(=O)NCC2COc3ccccc3O2)c2ccccc2c1=O (stereo unspecified) | -15%
COc1ccc(-c2cc(C(F)(F)F)nc(NCc3ccccc3)n2)cc1OC | ?
Fc1ccc2ncc3c(-c4ccccc4)n[nH]c3c2c1 | -1%
CCOC(=O)C1C(c2ccccc2F)NC(=O)NC1(O)C(F)(F)F (stereo unspecified) | -17%
CCN(C1CCCCC1)S(=O)(=O)c1ccc(C(=O)Nc2ccc(Cl)c3ncsc23)cc1 | -2%
Cc1nc(CN2CCN(c3nccc(-c4cccnc4)n3)CC2)cs1 | ?
COc1ccc(OC)c(C(=O)OCc2nc3ccccc3o2)c1 | 12%
Remaining list, next part:
SMILES | KDM5B inhibitor
CCC(=O)Nc1ccc(Cl)c(NC(=O)c2ccc3c(c2)OCO3)c1 | 10%
N#Cc1ccc(O[C@@H]2CCOC[C@H]2NC(=O)CCc2cccs2)cc1 | -17%
O=C(c1ccc(Cl)cc1)N1CCOCC2(CN(Cc3ccccc3)C2)C1 | 4%[86.2 µM]
Cn1nc(C(=O)Nc2ccc(F)c(Cl)c2)c2c1-c1ccccc1S(=O)(=O)C2 | -16%
Cc1ccc(C)c(CN2C(=O)c3ccccc3S(=O)(=O)c3ccc(C(=O)NCCC4=CCCCC4)cc32)c1 | ?
CN1CCN(CC(=O)c2ccccc2F)CC1 | ?
OC1(c2csc(CN3CCc4ccccc4C3)n2)CCNCC1 | 154%[activator][86.2 µM]
CSc1nn(CCN(C)C)c2nc3sc4c(c3c(=O)n12)CCCC4 | -3%
Cc1cccc(N(C)C(=O)Cn2ccn3nc(-c4ccc(F)cc4)c(CO)c3c2=O)c1 | -12%
CCc1cccc(NC(=O)c2ccc3c(c2)N(C)C2CCCCN2C3=O)c1 (stereo unspecified) | ?
CC(C)=NNC(=O)c1cccc(C(=O)NN=C(C)C)c1 | 6%
CC(=O)N1c2nc(-c3ccco3)nn2C2(CCCCC2)[C@@H]2CCCC[C@@H]21 | -4%&-19%
CN(Cc1cccnc1)Cc1nc(C2(O)CCN(C3CCC3)CC2)cs1 | -5%[86.2 µM]
N#CCCN1CCN(C(C(=O)O)c2c(-c3ccccc3)[nH]c3ccccc23)CC1 (stereo unspecified) | ?
COCCNC(=O)CSc1c(C)cnc2c1c(=O)n(C)c(=O)n2C | 3%
CC(=O)c1c(C)nc2ccccc2c1-c1ccccc1 | 2%
COc1ccc(-n2nc(C)c([C@@H]3C=C[C@@H](NS(=O)(=O)c4cccs4)C3)c2C)cc1 | -26%[86.2 µM]
CN1CCC(N[C@@H]2CO[C@H](CNC(=O)CC(C)(C)C)[C@H]2O)CC1 | -25%[86.2 µM]
COC(=O)c1c(-c2snnc2C)n[nH]c1C | -2%
CN(C)CC1(O)CCC2(CCN(C(=O)CCC3CCCC3)CC2)CC1 | 32%

18 compounds already listed, sorted by molar mass, highest first.
SMILES | KDM5B inhibitor
Cc1ccc(C)c(CN2C(=O)c3ccccc3S(=O)(=O)c3ccc(C(=O)NCCC4=CCCCC4)cc32)c1 | ?
COc1ccc(-n2nc(C)c([C@@H]3C=C[C@@H](NS(=O)(=O)c4cccs4)C3)c2C)cc1 | -26%[86.2 µM]
Cn1nc(C(=O)Nc2ccc(F)c(Cl)c2)c2c1-c1ccccc1S(=O)(=O)C2 | -16%
N#CCCN1CCN(C(C(=O)O)c2c(-c3ccccc3)[nH]c3ccccc23)CC1 (stereo unspecified) | ?
CN(Cc1cccnc1)Cc1nc(C2(O)CCN(C3CCC3)CC2)cs1 | -5%[86.2 µM]
CSc1nn(CCN(C)C)c2nc3sc4c(c3c(=O)n12)CCCC4 | -3%
CCc1cccc(NC(=O)c2ccc3c(c2)N(C)C2CCCCN2C3=O)c1 (stereo unspecified) | ?
N#Cc1ccc(O[C@@H]2CCOC[C@H]2NC(=O)CCc2cccs2)cc1 | -17%
CC(=O)N1c2nc(-c3ccco3)nn2C2(CCCCC2)[C@@H]2CCCC[C@@H]21 | -4%&-19%
COCCNC(=O)CSc1c(C)cnc2c1c(=O)n(C)c(=O)n2C | 3%
CCC(=O)Nc1ccc(Cl)c(NC(=O)c2ccc3c(c2)OCO3)c1 | 10%
OC1(c2csc(CN3CCc4ccccc4C3)n2)CCNCC1 | 154%[activator][86.2 µM]
CN1CCC(N[C@@H]2CO[C@H](CNC(=O)CC(C)(C)C)[C@H]2O)CC1 | -25%[86.2 µM]
COc1ccc(OC)c(C(=O)OCc2nc3ccccc3o2)c1 | 12%
CC(C)=NNC(=O)c1cccc(C(=O)NN=C(C)C)c1 | 6%
CC(=O)c1c(C)nc2ccccc2c1-c1ccccc1 | 2%
COC(=O)c1c(-c2snnc2C)n[nH]c1C | -2%
CN1CCN(CC(=O)c2ccccc2F)CC1 | ?

The list continues:
SMILES | KDM5B inhibitor
COc1ccc(OC)c(NC(=O)Cn2cccc2-c2nc(-c3ccc4c(c3)OCO4)no2)c1 | 4%
CN(CC1CC1)C(=O)c1cc(-c2ccccc2Cl)nc2ccccc12 | -8%
COC[C@@H]1CN(C(=O)c2cncc(C)c2)C[C@H]1C(N)=O | 4%
CC(C)Cn1c(=O)c2ccccc2n2c(SCC(=O)Nc3ccc(F)cc3F)nnc12 | -15%
Clc1ccc(Cl)c(-c2ccc(CNCC3CCNCC3)o2)c1 | -17%
CCOc1ccc2c(c1)SC(CC(=O)Nc1ccc(OC)cc1)C(=O)N2 (stereo unspecified) | 16%
COc1cccc(C2=NN(S(C)(=O)=O)C(c3cn(-c4ccccc4)nc3-c3cccs3)C2)c1 (stereo unspecified) | ?
CS(=O)(=O)N1CCCN(CC2CCCCC2)CCNC(=O)CC1c1ccccc1 (stereo unspecified) | ?
O=C(N[C@H]1CCN2C(=O)c3cc(-c4ccccc4)ccc3NC(=O)[C@H]12)c1cnccn1 | -15%[86.2 µM]
CCCOc1ccc(CC2C(=O)Nc3ccc(Br)cc32)cc1 (stereo unspecified) | ?
O=C(CN1C(=O)C(c2ccccc2)=NC12CCCCC2)NC1CCCCC1 | -1%
CN(C)CCNC(=O)c1ccc(-n2c(-c3ccccc3)cc3c2CCCC3)cc1 | ?
O=C(c1ccc2cc[nH]c2c1)N1CCC2(CC1)CC(O)CCO2 (stereo unspecified) | -25%
O=C(CCC(=O)c1ccc2ccccc2c1)NC1CCCCCC1 | 16%
O=C(NCc1ccc(F)cc1)C1CCN(S(=O)(=O)/C=C/c2ccccc2)CC1 | 14%
CCS(=O)(=O)N(C1CC1)C1CCOC2(CCN(C(=O)c3cccc(C)c3)CC2)C1 (stereo unspecified) | -21%
COc1ccccc1CNC(=O)C1(C)Cn2nc(-c3ccccc3)cc2C(=O)N1Cc1ccco1 (stereo unspecified) | -10%
Cc1ccc(OCc2nc(C#N)c(NCCCN3CCOCC3)o2)cc1 | 8%
CCC(C(=O)NCc1ccco1)n1nc(C)c2c(C)n(-c3ccc(C)cc3)nc2c1=O (stereo unspecified) | -14%
CC1(C)CC(=O)C=C(Nc2cccc(F)c2)C1 | -4%
C/C(CCc1ccc(O)cc1)=N\NC(N)=S | -39%&-28%
COc1ccc(OCCOC(=O)Cn2cnc3c2c(=O)n(C)c(=O)n3C)cc1 | 15%
CCOc1ccc(C(C)NC(=O)OC)cc1 (stereo unspecified) | 21%
Cc1c(C(=O)O)sc2nc(/C=C/c3cccc(O)c3)[nH]c(=O)c12 | ?
O=C(Cn1nc(Cl)nc1Cl)c1ccc(F)cc1 | 12%
Cn1c(NCCO)nc2c1c(=O)n(Cc1ccc(F)cc1)c(=O)n2C | 19%&18%
CCCC(=O)Nc1nc2ccc(CCC(=O)N3CCN(c4ccccc4F)CC3)cc2s1 | 1%
O=C(Nc1ccc2ccccc2c1)c1ccccc1O | -20%
COc1ccc(-c2nc(S(=O)(=O)c3ccc(Cl)cc3)c(N3CCCCCC3)o2)cc1 | ?
Cc1ccc(S(=O)(=O)N2CCCC(CCC(=O)NC3CCCCC3)C2)cc1 (stereo unspecified) | ?
COc1ccc(NC(C)=O)cc1NC(=O)/C=C/c1nc2ccccc2o1 | 6%
CC(=O)N1CCC(C(=O)NC2CCN(c3cc(-c4ccccc4)[nH]n3)CC2)CC1 | ?
COc1ccc(CNC(=O)c2ccc3c(c2)N(C)C(=O)C2CCCCN32)cc1OC (stereo unspecified) | -26%
O=[S+]1([O-])NCC2(CCN(Cc3ccc(Cl)cc3)C2)Oc2ccncc21 (stereo unspecified) | 17%[115 µM]
O=C1CC(Cc2ccccc2)CN1CC(=O)N1CCOC2(CCCC2)C1 (stereo unspecified) | -12%
CSc1cccc(N2CC(C(=O)O)CC2=O)c1 (stereo unspecified) | -11%
Cc1cccc(C)c1NC(=O)NC(=O)c1ccc(Cl)cc1 | 21%
O=C(c1cccc(S(=O)(=O)N2CCOCC2)c1)N(Cc1ccco1)C1CCS(=O)(=O)C1 (stereo unspecified) | 11%
BrC(/C=N/N(c1ccccc1)c1ccccc1)=C/c1ccccc1 | 7%
Cc1nc([C@@H]2CN(C(=O)c3cccc(C#N)c3)C[C@H]2C(N)=O)n[nH]1 | -22%
CC(CNS(=O)(=O)c1ccc2c(c1)CC(=O)N2C)c1ccccc1 (stereo unspecified) | ?
Cc1ccc(NC(=O)C2CCCN(c3ncnc4onc(C)c34)C2)cc1Cl (stereo unspecified) | 2%
COc1ccc(-c2cn3c(n2)sc2cc(C(=O)Nc4ccc(F)cc4)ccc23)cc1 | ?

High-throughput results (PubChem)
